tim10-1 inh = growth inhibitors of tim10-1 mutant yeast, primary screen, luminescence, uHTS; 330,000 compounds, 2.2% hits; inhibition, % at 20 µM; S. cerevisiae tim10-1 ts strain growth, BacTiter-Glo, 24 h;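 active = inhibition of at least 40%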;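 note: mutant grown at 25 °C; 0% = DMSO wells with yeast and 100% = wells holding no yeast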
NLRP3 yeast inh = NALP3 inflammasome inhibitors in reconstituted yeast, primary screen, luminescence, uHTS. Yeast reconstituted NLRP3/ASC/caspase-1, beta-gal luminescence, 24 h. inhibition, % at 10 µM. 330,000 compounds, 0.39% hits;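 active = inhibition of 50% or more; inactive = inhibition below 50%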;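 note: plate controls were induced DMSO wells for no effect and uninduced yeast grown without galactose for full effect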
MIN6 prolif = inducers of MIN6 beta-cell proliferation, primary screen, ATP luminescence, uHTS | AID 2380, 2010 | 330,000 compounds, 0.29% hits | proliferation, % at 10 µM | MIN6 cells proliferation, ATPlite luminescence, 48 h; cells starved in 0.2% serum; 100% = growth in 10% serum;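 active = compounds whose signal lies at least 3.5 SD above the mean of all wells on their plate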;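 note: 0% = DMSO-treated cells in low-serum medium and 100% = 10% serum control; some compounds called inactive have numbers as strong as hits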
mIAP inh = inhibitors of mouse IAP, primary screen, biochemical, luminescence, uHTS | inhibition, % at 10 µM | purified mouse IAP, CDP-Star luminescence, 30 min | 330,000 compounds, 0.2% hits | AID 2806, 2010;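 active = inhibition of at least 40% at 10 µM in the primary screen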;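 note: plate controls were DMSO with enzyme for no effect and no enzyme wells for full effect; values of inactives mirror those of a sister screen read the other way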
hIAP inh = human IAP inhibitors, primary screen, biochemical, luminescence, uHTS; inhibition, % at 10 µM; Intestinal-type alkaline phosphatase (Homo sapiens), P09923; AID 2544, 2010; 330,000 compounds, 0.12% hits; purified IAP, CDP-Star luminescence, 30 min;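 active = inhibition reaching a set limit with compound at 10 µM in the primary screen, cut at about 35% in these data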;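 note: plate controls were DMSO wells with enzyme for no effect and no-enzyme buffer wells for full effect; values of inactives mirror those of a sister screen read the other way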
A3A deaminase = APOBEC3A ssDNA deaminase inhibitors, primary screen, selectivity assay for APOBEC3G inhibitor project, biochemical, FAM/TAMRA oligo cleavage fluorescence | inhibition, % at 20 µM | DNA dC->dU-editing enzyme APOBEC-3A (Homo sapiens), P31941 | AID 493011, 2011 | recombinant A3A, FAM/TAMRA ssDNA deamination fluorescence | 330,000 compounds, 0.41% hits;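 active = at least 40% inhibition at 20 µM here, with at most 30% in a related deaminase screen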;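 note: plate controls were A3A with DMSO for no effect and wells lacking A3A enzyme for full effect; some results filed as inactive read as strong as hits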
Target sequence (P31941 whole entry, looked up): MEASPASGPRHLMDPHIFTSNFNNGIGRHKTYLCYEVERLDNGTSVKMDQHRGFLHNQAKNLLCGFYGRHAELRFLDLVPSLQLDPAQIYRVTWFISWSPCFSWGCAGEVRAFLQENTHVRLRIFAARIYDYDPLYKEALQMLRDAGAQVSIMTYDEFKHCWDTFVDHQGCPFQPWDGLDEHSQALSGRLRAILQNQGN
mIAP activ = activators of mouse IAP, primary screen, biochemical, luminescence, uHTS; intestinal alkaline phosphatase [Mus musculus]; muIAP, CDP-Star luminescence, 30 min; stronger effect = higher value; 1 = vehicle-only enzyme signal, 0 = enzyme-free wells; activation factor at 10 µM; 330,000 compounds, 0.24% hits; AID 2805, 2010;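 active = activation factor of at least 2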; note: the source names both 10 and 20 µM as test concentration; values of inactives mirror those of a sister screen read the other way
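System: mouse IAP enzyme. Reagent: CDP-Star chemiluminescent phosphatase substrate. Benchmarks: DMSO wells, no-enzyme wells. Times: 30 min enzyme-substrate-compound incubation at room temperature. Detection: luminescence from enzymatic CDP-Star hydrolysis. Doses: test compounds delivered from DMSO solution.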
A3G deaminase = APOBEC3G DNA deaminase inhibitors, primary screen, biochemical, fluorescence, single-stranded DNA substrate, uHTS; DNA dC->dU-editing enzyme APOBEC-3G (Homo sapiens), Q9HC16; recombinant A3G, ssDNA deamination FAM/TAMRA fluorescence; inhibition, % at 20 µM; 330,000 compounds, 0.28% hits;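 active = inhibition of at least 40% at 20 µM, with no more than 30% in the related APOBEC3A deaminase screen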;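 note: plate controls were DMSO wells with A3G for no effect and wells lacking A3G enzyme for full effect; some compounds called inactive have numbers as strong as hits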
Target sequence (Q9HC16 whole entry, looked up): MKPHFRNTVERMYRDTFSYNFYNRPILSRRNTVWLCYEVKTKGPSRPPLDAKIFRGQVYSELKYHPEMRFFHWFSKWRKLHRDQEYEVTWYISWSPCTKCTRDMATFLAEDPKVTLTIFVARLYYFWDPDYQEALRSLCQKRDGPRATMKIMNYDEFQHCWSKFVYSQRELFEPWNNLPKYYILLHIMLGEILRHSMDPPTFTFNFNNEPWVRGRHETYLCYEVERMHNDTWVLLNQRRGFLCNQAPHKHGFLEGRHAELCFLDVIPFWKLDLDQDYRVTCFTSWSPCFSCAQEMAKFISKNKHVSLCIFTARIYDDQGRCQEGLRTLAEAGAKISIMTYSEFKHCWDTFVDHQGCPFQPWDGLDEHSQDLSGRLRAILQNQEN
TIM10 inh = growth inhibitors of isogenic TIM10 control yeast, primary screen, counter-screen for tim10-1 yeast inhibitor project, luminescence, uHTS | S. cerevisiae TIM10 strain growth, BacTiter-Glo luminescence, 24 h | inhibition, % at 10 µM | 330,000 compounds, 1.4% hits | AID 463195, 2010;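 active = inhibition of 40% or more at the single tested concentration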;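 note: wild-type TIM10 isogenic control strain grown at permissive 25 °C; 0% = DMSO yeast wells and 100% = minimal medium wells without yeast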
Active calls of the source: *.

Molecule,mIAP inh,hIAP inh,mIAP activ,A3G deaminase,TIM10 inh,A3A deaminase,tim10-1 inh,MIN6 prolif,NLRP3 yeast inh
Cc1c(C(=O)O)c(C(=O)O)nc2ccc(N3CCOCC3)cc12,20,2,0.8,-6,6,4,-5,3,9
CC(=O)c1ccc(OCC(C)C)c(CN2CCCCC2)c1,11,7,0.89,-6,-23,-10,-6,-1,2
CCOC(=O)c1c2ccccc2[n+]([O-])n1CCO,0,-4,1,9,-8,3,-4,-2,7
CCCCCCn1c(CN2CCCCC2)nc2c1c(=O)n(C)c(=O)n2C,0,26,1,-2,8,1,12,-3,21
CC1(C)Cc2c(cnn2-c2ccccc2)C(NC(=O)C2(C(N)=O)CC2)C1 (stereo not given),4,4,0.96,-2,3,-2,14,-2,5
CCOC(=O)C(C)(C)N(Cc1cccc(C)c1)S(=O)(=O)c1cccc([N+](=O)[O-])c1,2,11,0.97,-6,22,-1,29,-5,19
O=C(CNc1cccc([N+](=O)[O-])c1)N/N=C/c1ccc(F)cc1,-8,9,1.1,-7,-15,-3,18,1,16
COc1ccc2c(c1OC)C(=O)OC2CC(=O)c1ccc(O)cc1 (stereo not given),6,-7,0.94,2,2,2,5,-1,6
CCn1c(SCC(=O)N/N=C(/C)c2ccncc2)nc2ccccc21,0,4,1,-4,-7,-1,-7,0,0
COc1ccccc1N=C(C)C1=C(O)COC1=O,-15,12,1.2,-9,-11,-2,-9,-1,-4
CCOc1ccccc1/C=N/n1nnnc1N,-7,0,1.1,15,19,-3,-5,0,9
O=S(=O)(CCN1CCN(c2ccccc2O)CC1)c1cc(Cl)ccc1Cl,8,4,0.92,-14,26,-5,39,-5,2
O=C(N=C1SC2CS(=O)(=O)CC2N1c1ccc(F)cc1)C1CC1 (stereo not given),3,-12,0.97,-7,-3,-7,18,7,19
CC[C@@]1(C(=O)OC)N[C@H](CN(C)C(=O)c2ccc(F)cc2)[C@@H]2C(=O)N(C)C(=O)[C@@H]21,2,7,0.98,-5,3,-2,-7,4,1
Cc1ccc(C)c(Cn2c(C)nc3c(sc(=S)n3-c3ccccc3)c2=O)c1,6,3,0.94,-10,-2,3,3,-4,4
O=C(CCNC(=O)c1ccccc1Cl)NN=Cc1ccccc1[N+](=O)[O-],-2,6,1,-8,-8,-2,0,3,-1
COc1ccc(/C=C/c2onc(C)c2S(=O)(=O)N2CCC(C(=O)N3CCC(C)CC3)CC2)cc1,18,-12,0.82,-1,11,0,14,-8,14
CNc1nc(CC(C)=O)ns1,11,-11,0.89,-3,-10,6,2,-3,2
CC(C)C(CCN1C(=O)c2ccccc2C1=O)c1ccco1 (stereo not given),5,0,0.95,-4,11,0,11,-3,35
O=[N+]([O-])c1ccccc1S(=O)(=O)N1CCN(CC2CC=CCC2)CC1 (stereo not given),9,-11,0.91,-7,21,-2,17,-2,18
CCOC(=O)N1CCN(Cc2nc3c(c(=O)n(C)c(=O)n3C)n2Cc2ccccc2)CC1,1,16,0.99,-6,10,-6,-4,-3,9
COC(=O)c1cccc(NC(=O)Cc2coc3cc(OC)ccc23)c1,-19,-26,1.2,-9,16,-6,22,0,33
CCOC(=O)Cn1cnc2c(nnn2-c2ccc(F)cc2)c1=O,3,-3,0.97,4,2,1,3,-3,-1
COc1ccccc1NCC(O)Cn1c2ccccc2c2ccccc21 (stereo not given),3,-6,0.97,-8,42*,2,52*,-6,24
CS(=O)(=O)c1ccc2nc(NC(=O)CCN3C(=O)c4ccccc4C3=O)sc2c1,-1,-1,1,-7,14,-2,-4,-1,5
NC(=O)Nc1ccc(C(=O)OCC(=O)Nc2sccc2C(N)=O)cc1,1,18,0.99,-4,-5,4,11,1,18
COc1cc(C(=O)NCCC(=O)NC2CCCc3ccccc32)cc(OC)c1OC (stereo not given),0,-27,1,5,7,-1,-3,-1,8
CC(C)CN1C(=O)C(=O)N(CC(=O)N2CCN(c3ccccc3)CC2)C1=O,-1,-20,1,-8,-6,-2,-17,0,3
O=C(Nc1ccncc1)c1cc(S(=O)(=O)N2CCCCC2)ccc1Cl,3,0,0.97,-3,-1,0,5,-1,7
O=C(NCCCN1CCCC1=O)c1ccc(OCc2ccccc2)cc1,-5,1,1.1,-4,4,-4,7,-2,12
C=CCOc1ccc(/C=C/C(=O)OCC(=O)NC2CCCCCC2)cc1,7,16,0.93,-7,4,1,-7,-1,21
CC1CCCCN1C(=S)NC(=O)c1ccco1 (stereo not given),16,1,0.83,-4,-6,-5,14,-4,-5
CC(C)C1=Nc2cccc3cccc(c23)N1,2,-1,0.98,0,2,0,12,-5,22
CCNc1ccc(Br)cc(C(=O)/C=C/c2ccc3c(c2)OCO3)c1=O,22,23,0.78,28,14,46*,15,-5,-3
Cc1ccc(C(=O)Nc2nnc(C3CCCCC3)s2)o1,3,11,0.97,-2,24,1,46*,-1,18
Cc1cccc2cc(CN(CCN(C)C)C(=S)Nc3ccccc3)c(=O)[nH]c12,4,-1,0.96,-8,3,-4,26,1,-6
CCC(=O)N1CCc2cc(S(=O)(=O)NCCC(=O)N3CCN(c4ccccn4)CC3)ccc21,-2,0,1,-1,14,0,12,-4,-7
CC(C)(C)NC(=O)C(c1ccccn1)N(C(=O)c1ccc2c(c1)OCCO2)C1CCCC1 (stereo not given),7,5,0.93,3,-3,1,20,-4,9
CCOC(=O)c1[nH]c2ccc(OC)cc2c1NC(=S)N1CCN(c2cccc(C)c2C)CC1,3,7,0.97,-12,13,-4,13,-6,16
O=C(CSc1nc2ccccc2n1S(=O)(=O)c1cccc([N+](=O)[O-])c1)NCc1cccs1,9,2,0.91,-2,-5,2,3,-4,15
O=C(NCCSCc1c(F)cccc1Cl)c1ccc(CN2CCOCC2)cc1,-8,8,1.1,3,-26,2,-16,-2,23
O=C(Nc1ccccc1-c1ccccc1)C1CCC1,3,8,0.97,-8,11,-3,12,2,-35
O=C(Nc1cc(C(F)(F)F)cc(C(F)(F)F)c1)c1ccc(Cn2cc(C(F)(F)F)ccc2=O)cc1,4,-6,0.96,-7,-11,-4,-9,-3,22
CCCn1c(-c2cc(OC)c(OC)c(OC)c2)nc2c1c(=O)[nH]c(=O)n2Cc1ccccc1,6,6,0.94,-8,15,-4,2,0,9
CN(C)C=Nc1c(Br)cc(Br)c2nonc12,5,21,0.95,-18,14,-16,13,1,4
COc1ccc(/C=N/NC(=O)CNS(=O)(=O)c2ccccc2)cc1,3,-3,0.97,1,14,0,1,-2,1
CC(=O)/C(=C/Nc1ccc(Oc2ccccc2)cc1)c1ccccc1,6,15,0.94,-8,-7,-2,-14,-3,29
CCn1nc(C)c(/C=N/NC(=O)c2nc3nc(C)cc(C)n3n2)c1C,-2,-34,1,3,-3,4,1,-2,23
Cc1cccc(-n2ncc3c2CCCC3NC(=O)CCN2CCCO2)c1C (stereo not given),-9,-15,1.1,-8,-1,-2,-6,0,7
CC[C@@]12C(=O)N(c3cccc(F)c3)C(=O)N1[C@H](c1ccc(Cl)cc1)[C@@H]1C(=O)N(C3CCCCC3)C(=O)[C@@H]12,12,16,0.88,-10,12,5,12,-7,-5
O=C1/C(=C/c2ccccc2)SC(=S)N1CCCC(=O)N1CCCCC1CCO (stereo not given),6,-4,0.94,-4,8,3,36,-3,9
Cc1cc(C(=O)CSc2nn3c(=O)c(C(C)(C)C)nnc3s2)c(C)n1C,7,-14,0.93,-2,-7,-4,28,0,-1
C/C(=N\O)C(C)(C)Nc1ccc(Br)cc1,-13,-23,1.1,-10,-11,-6,-2,-2,-30
O=C(N[C@@H](Cc1ccc(O)cc1)C(=O)O)c1cccnc1,-2,3,1,1,-3,3,-1,1,-3
COc1ccc(NC(=O)COC(=O)C23CC4CC(CC(O)(C4)C2)C3)cc1Cl,-12,-19,1.1,-10,6,-3,7,1,13
O=C(Nc1ccc2c(c1)OCO2)c1noc2c1CCCC2,2,2,0.98,-3,14,-1,-9,-2,23
CN(C(=O)CC1C(=O)NCCN1Cc1ccc2ccccc2c1)C1CCOCC1 (stereo not given),0,-10,1,-6,1,-8,30,0,19
CCCn1c(=O)c2sccc2n2c(CCCC(=O)NCC3CCCO3)nnc12 (stereo not given),7,0,0.93,-2,6,-2,4,0,3
Cc1ccc(S(=O)(=O)Nc2cccc3cccnc23)c([N+](=O)[O-])c1,15,-41,0.85,-5,46*,1,23,-7,33
Cc1ccc(N2C(=O)CC(SCC(=O)Nc3ccc(S(N)(=O)=O)cc3)C2=O)cc1 (stereo not given),14,-1,0.86,-8,1,-2,29,-1,29

New compounds follow:
Molecule,mIAP inh,hIAP inh,mIAP activ,A3G deaminase,TIM10 inh,A3A deaminase,tim10-1 inh,MIN6 prolif,NLRP3 yeast inh
Cc1cccc(NC(=O)NC2CC(=O)N(c3ccc4c(c3)OCCO4)C2)n1 (stereo not given),-3,2,1,-4,0,0,-2,-3,0
Cc1cc(S(=O)(=O)N2CCCC2)ccc1OCC(=O)NCc1ccccc1,2,-1,0.97,-2,15,8,12,-1,-6
COC(CNC(=O)CNC(=S)N(Cc1ccccc1)Cc1cccnc1)OC,0,4,1,-4,-4,3,8,-1,2
O=S(=O)(c1ccc(S(=O)(=O)N2CCCC2)cc1)N1CCCCC1,4,11,0.96,-10,2,-1,-12,0,10
CCOc1ccc(-n2ccnc2)nn1,-10,2,1.1,-7,0,1,7,-1,-11
Cc1ccc(SCC(=O)Nc2ccc(-c3nc4ccccc4[nH]3)cc2)cc1,-7,5,1.1,-5,-13,0,12,0,-7
CCOC(=O)c1cc(CC)sc1NC(=O)CSc1nc2ccccc2c(=O)n1Cc1ccco1,29,16,0.71,-2,-8,1,-4,-1,-3
CC(=O)Nc1ccc(C(=O)CSc2nc3ccc(C)cc3[nH]2)cc1,2,-11,0.98,-3,-3,13,13,0,9
O=[N+]([O-])c1ccc(NC2CCN(Cc3ccccc3)CC2)c([N+](=O)[O-])c1,7,-2,0.93,0,3,-5,4,-3,-1
O=C(/C=C/c1ccccc1)NC(NC(=S)Nc1cccc(Cl)c1)C(Cl)(Cl)Cl (stereo not given),15,17,0.85,-6,5,-3,2,-6,6
COc1cccc(CNC(=O)CSc2nc3c(oc4ccccc43)c(=O)n2CC2CCCO2)c1 (stereo not given),4,-5,0.96,-2,2,0,3,1,16
CCOC(=O)c1cnc2c(C)cc(C)cc2c1Nc1ccc(S(=O)(=O)Nc2ncccn2)cc1,10,-4,0.9,-7,4,-1,7,0,18
CC(C)CN1C(=S)SC(C)(C)C1n1oc(=O)n(-c2ccccc2)c1=O (stereo not given),-2,12,1,0,29,3,30,-3,25
